MITF act: increases MITF-driven TRPM1 promoter luciferase signal. SK-MEL-5 TRPM1-promoter luciferase, 24 h; % of positive control, neutral wells = 0. hit rate 0.75% among 300,000. activation, % at 12.5 µM;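 active = mean activation of at least 80% with every replicate also reaching 80%; inconclusive = mean reaches 80% but some replicate falls short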;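 also: 0% = neutral control wells and 100% = parthenolide positive control wells; values of inactives mirror those of a sister screen read the other way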
SR-BI DiI inh: mouse SR-BI HDL lipid transfer inhibition; inhibition, % at 12.5 µM; ldlA[mSR-BI] CHO cells, DiI-HDL uptake fluorescence, 3 h; Q61009; hit rate 0.96% among 320,000;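 active = mean replicate inhibition of at least 70% and a set share of replicates each scoring 70 or more; inconclusive = meets just one of the two criteria; inactive = fails both criteria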;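 also: 0% = median of neutral control wells and 100% = median of positive control wells; values of inactives mirror those of a sister screen read the other way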
Target sequence (Q61009 whole entry, looked up): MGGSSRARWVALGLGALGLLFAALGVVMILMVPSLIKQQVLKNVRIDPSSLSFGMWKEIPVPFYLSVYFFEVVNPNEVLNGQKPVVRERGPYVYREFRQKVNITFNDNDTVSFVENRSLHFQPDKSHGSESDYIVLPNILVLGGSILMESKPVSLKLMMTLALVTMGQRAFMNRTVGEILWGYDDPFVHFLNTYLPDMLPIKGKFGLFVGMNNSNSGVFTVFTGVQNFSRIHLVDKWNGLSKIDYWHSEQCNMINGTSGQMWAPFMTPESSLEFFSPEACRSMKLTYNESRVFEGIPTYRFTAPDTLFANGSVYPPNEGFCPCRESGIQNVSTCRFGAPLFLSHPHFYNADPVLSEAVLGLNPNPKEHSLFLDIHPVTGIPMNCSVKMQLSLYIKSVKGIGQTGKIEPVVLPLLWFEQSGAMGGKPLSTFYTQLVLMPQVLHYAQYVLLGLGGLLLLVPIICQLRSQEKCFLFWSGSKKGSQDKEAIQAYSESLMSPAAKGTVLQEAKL
NSD2 HMT inh: NSD2 (human) methyltransferase inhibition; O96028; NSD2 peptide methylation, AlphaScreen, 120 min; inhibition, % at 12.5 µM; hit rate 0.54% among 310,000; in the data active = inhibition above about 50%
HTR5A inv ctr: inverse agonist of human HTR5A in OPRM1-OPRD1 counter-screen | P47898 | HTR5A cell line, luminescence, inverse agonism | inhibition, % at 9.3 µM | hit rate 0.083% among 340,000; in the data active = inhibition mostly above about 23%, no sharp cut-off; inactive = mostly below about 18%;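 also: 0% = cells with DMSO and 100% = no-cell wells with DMSO; some compounds called inactive have numbers as strong as hits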
Target sequence (P47898 whole entry, looked up): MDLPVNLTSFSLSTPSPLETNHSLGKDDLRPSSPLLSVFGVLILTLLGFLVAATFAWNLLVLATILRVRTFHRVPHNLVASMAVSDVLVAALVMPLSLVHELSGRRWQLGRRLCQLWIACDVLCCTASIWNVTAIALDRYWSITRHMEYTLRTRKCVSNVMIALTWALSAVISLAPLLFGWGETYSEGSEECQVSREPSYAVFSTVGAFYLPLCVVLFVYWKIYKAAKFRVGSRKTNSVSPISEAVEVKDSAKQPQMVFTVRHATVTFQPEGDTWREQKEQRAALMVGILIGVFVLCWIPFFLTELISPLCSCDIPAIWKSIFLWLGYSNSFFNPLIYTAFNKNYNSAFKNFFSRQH
CDK5 inh: blocks human CDK5/p35 kinase activity; Q00535+Q15078; Recombinant CDK5/p35, ADP-Glo luminescence, 60 min; inhibition, % at 10 µM; hit rate 0.01% among 330,000;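 active = highest replicate inhibition of at least 50% and at least 75% of replicates reaching 50%; inconclusive = only one of the two criteria met; inactive = both criteria failed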;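 also: plate controls were DMSO neutral control for no effect and GW8510 at 10 µM for full effect; many of its hits are not listed in these tables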
V-ATPase pH: yeast V-ATPase proton transport regulation by pHLuorin. S. cerevisiae, pHLuorin cytosolic pH fluorescence. response, % at 10 µM. hit rate 0.37% among 350,000; in the data active = response mostly above about 7.3%, no sharp cut-off; inactive = mostly below about 5.4%; also: actives read high; inactives centre near 0; some compounds called inactive have numbers as strong as hits; reference of the scale not given here
HTR5A ag: HTR5A agonism, opioid heterodimer counter-screen; activation, % at 9.3 µM; hit rate 0.61% among 340,000; P47898; HTR5A agonist assay, luminescence, cell-based; in the data active = activation mostly above about 9.5%, no sharp cut-off; inactive = mostly below about 7.6%;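 also: 0% = cells with vehicle only and 100% = reference agonist; strong numbers were not always called active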
PvdQ acylase: P. aeruginosa PvdQ acylase inhibition. purified PvdQ acylase, fluorescence plate reader. inhibition, % at 10 µM. hit rate 0.063% among 340,000. AID 488965; in the data active = inhibition above about 30%, passing the limit was not always enough; inconclusive = no clear call, values can overlap the other calls;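 also: 0% = vehicle neutral wells and 100% = reference inhibitor wells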
Wnt act: Wnt/beta-catenin pathway activation. Wnt/beta-catenin reporter cell assay, activator, plate reader. hit rate 1.2% among 300,000. activation, % at 9.35 µM; in the data active = activation above about 30%, passing the limit was not always enough; inconclusive = no clear call, values can overlap the other calls;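 also: 0% = neutral control wells and 100% = positive control wells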
dFosB act: activators of mouse delta FosB homodimer | purified delta FosB, TAMRA-CDK5 oligo fluorescence polarization; percent of positive-control signal above neutral wells | activation, % at 25 µM | hit rate 0.99% among 340,000 | AID 493131;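 active = mean activation above about 17%, with every replicate also reaching it, limit read from the data, passing the limit was not always enough; inconclusive = only one of the two conditions met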;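 also: fluorescence polarization rise as delta FosB binds a TAMRA Cdk5 AP-1 oligo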
* = called active by the depositor.

How did CCn1cnc2c(Nc3cc(F)cc(F)c3)nc(C#N)nc21 do in these assays?
MITF act: 70; SR-BI DiI inh: 25; HTR5A inv ctr: -31; CDK5 inh: 6.1; V-ATPase pH: -1; HTR5A ag: 12; PvdQ acylase: 24; Wnt act: 26; dFosB act: 1

What do the screens show for `Cc1ccc(S(=O)(=O)N2CCOCC2)cc1C(=O)Nc1ccc(-c2cn3ccsc3n2)cc1`?
MITF act: 6; SR-BI DiI inh: 46; NSD2 HMT inh: -4; HTR5A inv ctr: 0; CDK5 inh: -0.9; V-ATPase pH: 4; HTR5A ag: 4; PvdQ acylase: -9; Wnt act: -4; dFosB act: -10

What do the screens show for `CCn1cc(-c2cc(C(F)(F)F)n3nc(C(=O)O)cc3n2)c(C)n1`?
MITF act: -10; SR-BI DiI inh: -7; NSD2 HMT inh: -1; HTR5A inv ctr: -5; CDK5 inh: -0.4; V-ATPase pH: -4; HTR5A ag: 2; PvdQ acylase: -1; dFosB act: -2

What do the screens show for `CCCCCNC(=O)c1cn(CC)c2cc(N3CCN(C)CC3)c(F)cc2c1=O`?
MITF act: 1; SR-BI DiI inh: -22; NSD2 HMT inh: 3; HTR5A inv ctr: 9; CDK5 inh: -0.3; V-ATPase pH: -2; HTR5A ag: -3; PvdQ acylase: 0; Wnt act: 0; dFosB act: -9

How did O=C(C[C@H]1C/C=C\CC[C@@H](Cc2ccc(F)cc2)C(=O)OC[C@H]2CCCN2C1=O)N[C@H](CO)Cc1ccccc1 do in these assays?
MITF act: 6; SR-BI DiI inh: 12; HTR5A inv ctr: -11; CDK5 inh: 0.7; V-ATPase pH: 0; HTR5A ag: 3; PvdQ acylase: 20; Wnt act: -3; dFosB act: -1

Results for COc1ccc(CCN=Cc2ccc(O)cc2)cc1OC ?
MITF act: 13; SR-BI DiI inh: 31; NSD2 HMT inh: 2; HTR5A inv ctr: 13; CDK5 inh: -0.5; V-ATPase pH: 4; HTR5A ag: -3; PvdQ acylase: -16; Wnt act: 0; dFosB act: -3

Results for COc1ccc(OC)c(CN2CCN(C(=O)c3ccco3)CC2)c1 ?
MITF act: -10; SR-BI DiI inh: -12; NSD2 HMT inh: 1; HTR5A inv ctr: -21; CDK5 inh: -0.9; V-ATPase pH: 4; HTR5A ag: 5; PvdQ acylase: 11; Wnt act: -1; dFosB act: -6

Results for OCCN1CCN(c2nc(N3CCCCC3)nc(N3CCCCC3)n2)CC1 ?
SR-BI DiI inh: -9; NSD2 HMT inh: 2; HTR5A inv ctr: 11; CDK5 inh: -2.7; V-ATPase pH: 1; HTR5A ag: -4; PvdQ acylase: -12; dFosB act: -7

How did Cc1noc(NC(=O)c2ccc(F)cc2)c1C#N do in these assays?
MITF act: -9; SR-BI DiI inh: -33; NSD2 HMT inh: 0; HTR5A inv ctr: -13; CDK5 inh: 0.3; V-ATPase pH: 1; HTR5A ag: 5; PvdQ acylase: 8; Wnt act: -1; dFosB act: -6

What do the screens show for `CCCCOC1CC(c2ccc(OCc3ccc(OC)cc3)c(OC)c2)N(C)O1` (stereo not drawn)?
MITF act: 1; SR-BI DiI inh: 55; NSD2 HMT inh: 0; HTR5A inv ctr: -12; CDK5 inh: 0.6; V-ATPase pH: 1; HTR5A ag: 4; PvdQ acylase: 16; Wnt act: 0; dFosB act: 1

What do the screens show for `O=C(CS(=O)c1ccc(F)cc1)Nc1ccccc1Cl` (stereo not drawn)?
MITF act: -3; SR-BI DiI inh: -1; NSD2 HMT inh: -1; HTR5A inv ctr: 0; CDK5 inh: 2.3; V-ATPase pH: -2; HTR5A ag: 0; PvdQ acylase: -17; Wnt act: -1; dFosB act: 5

Results for Oc1ccc(C[C@H]2CNC(=S)N2CC2CCCN2C[C@H](Cc2ccccc2)N2C[C@H](Cc3ccc(O)cc3)N(CC3CCCCCC3)C2=S)cc1 (stereo partly drawn) ?
MITF act: -9; SR-BI DiI inh: -86; HTR5A inv ctr: -9; CDK5 inh: 1.5; V-ATPase pH: 0; HTR5A ag: 2; PvdQ acylase: 14; Wnt act: -15; dFosB act: inconclusive

What do the screens show for `COc1cccc(CN(C)C(=O)Cc2ccc(OC)c(S(=O)(=O)N3CCOCC3)c2)c1`?
MITF act: -1; SR-BI DiI inh: 3; NSD2 HMT inh: 0; HTR5A inv ctr: 31; CDK5 inh: -3.3; V-ATPase pH: 1; HTR5A ag: -12; PvdQ acylase: -11; Wnt act: 0; dFosB act: 4

What do the screens show for `Cc1ccc(NC(=O)c2c([N+](=O)[O-])cnn2C)cc1C`?
MITF act: -2; SR-BI DiI inh: -4; NSD2 HMT inh: 0; HTR5A inv ctr: 20; CDK5 inh: 0.8; V-ATPase pH: 4; HTR5A ag: -5; PvdQ acylase: -14; Wnt act: -1; dFosB act: -7

Results for O=C(OCc1ccccc1)N1CCCC1/C=C/CN1CCOCC1 (stereo not drawn) ?
MITF act: -12; SR-BI DiI inh: -1; NSD2 HMT inh: -2; HTR5A inv ctr: 8; CDK5 inh: 0.5; V-ATPase pH: -2; HTR5A ag: -3; PvdQ acylase: 9; Wnt act: -3; dFosB act: 2

What do the screens show for `CCOc1ccc2nc(SCc3ccc(F)cc3)sc2c1`?
MITF act: 24; SR-BI DiI inh: -20; NSD2 HMT inh: -3; HTR5A inv ctr: -12; CDK5 inh: -0.4; V-ATPase pH: -2; HTR5A ag: 2; PvdQ acylase: 4; dFosB act: -6

What do the screens show for `Cn1c(=O)n(C/C=C/c2ccccc2)c(=O)c2c1nc1n2CCCN1c1ccc(F)cc1`?
MITF act: -27; SR-BI DiI inh: 9; NSD2 HMT inh: 2; HTR5A inv ctr: 4; CDK5 inh: 0.4; V-ATPase pH: 2; HTR5A ag: -1; PvdQ acylase: -8; Wnt act: -2; dFosB act: 1

What do the screens show for `O=C(CN1CCCC1)Nc1ccccc1Cl`?
MITF act: 4; SR-BI DiI inh: -16; NSD2 HMT inh: 1; HTR5A inv ctr: 6; CDK5 inh: -2.6; V-ATPase pH: -4; HTR5A ag: -3; PvdQ acylase: -10; dFosB act: -6

How did COc1ccc(C(CNC(=O)C(CC(C)C)NS(=O)(=O)c2ccc(C)cc2)N2CCOCC2)cc1 (stereo not drawn) do in these assays?
MITF act: 1; SR-BI DiI inh: 32; NSD2 HMT inh: 0; HTR5A inv ctr: -3; CDK5 inh: 1.6; V-ATPase pH: -2; HTR5A ag: -9; PvdQ acylase: -2; Wnt act: -1; dFosB act: -13

Results for COc1ccc(N2CCN(CC(=O)Nc3nc4c(s3)CC(C)CC4)CC2)cc1 (stereo not drawn) ?
MITF act: -16; SR-BI DiI inh: 17; NSD2 HMT inh: 21; HTR5A inv ctr: -7; CDK5 inh: 1.0; V-ATPase pH: -3; HTR5A ag: 3; PvdQ acylase: -3; Wnt act: 1; dFosB act: 5

Results for CCOCCCNc1c(CC)c(C)c(C#N)c2nc3ccccc3n12 ?
MITF act: 2; SR-BI DiI inh: 4; NSD2 HMT inh: -25; HTR5A inv ctr: -1; CDK5 inh: -0.3; V-ATPase pH: -3; HTR5A ag: 0; PvdQ acylase: -16; Wnt act: 0; dFosB act: -10

How did Cc1ccc(-c2csc(SCC(=O)c3c(N)n(C4CC4)c(=O)[nH]c3=O)n2)cc1 do in these assays?
MITF act: -9; SR-BI DiI inh: -12; NSD2 HMT inh: -2; HTR5A inv ctr: -18; CDK5 inh: 0.8; V-ATPase pH: 1; HTR5A ag: 6; PvdQ acylase: -11; Wnt act: 1; dFosB act: -13

Results for CC1(NS(=O)(=O)c2ccc(Cl)s2)CCS(=O)(=O)C1 (stereo not drawn) ?
MITF act: 6; SR-BI DiI inh: 5; NSD2 HMT inh: -3; HTR5A inv ctr: -8; CDK5 inh: 0.8; V-ATPase pH: 6; HTR5A ag: 2; PvdQ acylase: 5; Wnt act: -1; dFosB act: -4

Results for CN(C)CCCN(C(=O)c1ccc(S(=O)(=O)N2CCc3ccccc3C2)cc1)c1nc2ccc(F)cc2s1 ?
MITF act: -72; SR-BI DiI inh: 13; HTR5A inv ctr: -29; CDK5 inh: 1.1; V-ATPase pH: 0; HTR5A ag: 8; PvdQ acylase: 0; Wnt act: -2; dFosB act: 69*

Sorted by heavy-atom count (falling): some entries from above.
What do the screens show for `Cn1c(=O)n(C/C=C/c2ccccc2)c(=O)c2c1nc1n2CCCN1c1ccc(F)cc1`?
MITF act: -27; SR-BI DiI inh: 9; NSD2 HMT inh: 2; HTR5A inv ctr: 4; CDK5 inh: 0.4; V-ATPase pH: 2; HTR5A ag: -1; PvdQ acylase: -8; Wnt act: -2; dFosB act: 1

How did Cc1ccc(-c2csc(SCC(=O)c3c(N)n(C4CC4)c(=O)[nH]c3=O)n2)cc1 do in these assays?
MITF act: -9; SR-BI DiI inh: -12; NSD2 HMT inh: -2; HTR5A inv ctr: -18; CDK5 inh: 0.8; V-ATPase pH: 1; HTR5A ag: 6; PvdQ acylase: -11; Wnt act: 1; dFosB act: -13

What do the screens show for `CCOc1ccc2nc(SCc3ccc(F)cc3)sc2c1`?
MITF act: 24; SR-BI DiI inh: -20; NSD2 HMT inh: -3; HTR5A inv ctr: -12; CDK5 inh: -0.4; V-ATPase pH: -2; HTR5A ag: 2; PvdQ acylase: 4; dFosB act: -6

Next part.
Results for CC[n+]1c(/C=C(/C)SC)sc2ccccc21 ?
MITF act: -28; SR-BI DiI inh: 15; HTR5A inv ctr: -12; CDK5 inh: 1.9; V-ATPase pH: -3; HTR5A ag: -1; PvdQ acylase: -10; dFosB act: -3

How did C/C(=N\Nc1nc(-c2cc(C)ccc2C)cs1)c1cc2c(ccc3ccccc32)oc1=O do in these assays?
MITF act: -13; SR-BI DiI inh: -16; NSD2 HMT inh: 1; HTR5A inv ctr: 8; CDK5 inh: 1.8; V-ATPase pH: 1; HTR5A ag: 5; PvdQ acylase: 8; Wnt act: -1; dFosB act: -1

How did COc1ccc(-c2cc(C3CCN(Cc4cccc(C(F)(F)F)c4)CC3)[nH]n2)cc1 do in these assays?
MITF act: -23; SR-BI DiI inh: 9; NSD2 HMT inh: 0; HTR5A inv ctr: 3; CDK5 inh: 0.2; V-ATPase pH: -4; HTR5A ag: -1; PvdQ acylase: -3; Wnt act: -8; dFosB act: -3

What do the screens show for `Cc1nc2nc(CCc3ccccc3)nn2c(C)c1Cl`?
MITF act: 7; SR-BI DiI inh: 1; NSD2 HMT inh: -1; HTR5A inv ctr: -8; CDK5 inh: -0.7; V-ATPase pH: 4; HTR5A ag: 6; PvdQ acylase: -6; dFosB act: -5

How did CCc1c(C2(O)CCCCC2)[nH]c2ncccc12 do in these assays?
MITF act: 0; SR-BI DiI inh: -13; HTR5A inv ctr: 10; CDK5 inh: -0.4; V-ATPase pH: 1; HTR5A ag: 0; PvdQ acylase: -14; Wnt act: 0; dFosB act: 2

What do the screens show for `Cc1cc(C)nc(SCC(=O)N/N=C\C(Br)=C\c2ccccc2)n1`?
MITF act: -12; SR-BI DiI inh: -27; NSD2 HMT inh: -3; HTR5A inv ctr: 23; CDK5 inh: -6.9; V-ATPase pH: 0; HTR5A ag: 1; PvdQ acylase: -10; Wnt act: 0; dFosB act: -5

Results for O=[N+]([O-])c1cnc(Sc2ccncn2)s1 ?
SR-BI DiI inh: -24; NSD2 HMT inh: 5; HTR5A inv ctr: -10; CDK5 inh: -1.9; V-ATPase pH: 9; HTR5A ag: -5; PvdQ acylase: -9; Wnt act: -15; dFosB act: -8

Assay outcomes: PubChem, several laboratories
